TTR transcr act: TTR transcription activation, primary screen. SH-SY5Y TTR promoter Gaussia luciferase, luminescence; 100% = recombinant luciferase protein wells. activation, % at 16.7 µM. actives 1.3% (n = 92,000). AID 1117267;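 active = activation above the mean of all tested compounds plus 3 SD, cut at about 9.5% in these data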;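 also: cells exposed to compounds for one day before reading; 0% = median of all test compound wells on the plate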
* = called active by the depositor. The list is partial; the hit share may differ from the screen's.

SMILES | TTR transcr act
Cc1ccc(Sc2cc(C(=O)c3ccccc3C(=O)O)ccc2[N+](=O)[O-])cc1 | 1.7
CCC1([N+](=O)[O-])COC(c2ccc(Cl)cc2)OC1 (stereo not drawn) | 0.0
O=C(O[C@H]1CC[C@@]23CCCN2C(=O)CCC[C@H]3C1)N1CCOCC1 | -0.6
COc1cccc(C(=O)N2CCC(O)(c3cccnc3)CC2)c1 | 8.3
Cc1ccc(-c2nnc3ccc(SCC(=O)N4CCc5ccccc54)nn23)cc1 | -0.6
O=C(CSc1nc2ccccc2c(=O)n1-c1ccc(F)cc1)Nc1ccc(Cl)c(S(=O)(=O)N2CCOCC2)c1 | 1.0
CCc1cc(C(=O)OC)c(NC(=O)CC2Nc3cc(C)c(C)cc3NC2=O)s1 (stereo not drawn) | 0.9
COc1ccc2c(C)cc(SCC(=O)Nc3c(C)n(C)n(-c4ccccc4)c3=O)nc2c1 | 9.3
Cc1ccc(NC(=O)c2nsc(Cl)c2Cl)cc1 | -2.1
c1cncc(-c2cn(C[C@H]3CC[C@H](Cn4cc(-c5cccnc5)nn4)O3)nn2)c1 | 0.2
Cc1noc(C)c1NC(=O)N(C)C[C@@H]1Oc2c(NC(=O)NC(C)C)cccc2C(=O)N([C@@H](C)CO)C[C@@H]1C | -1.0
O=C(CCc1nnc(C2(c3ccc(Cl)cc3)CCC2)o1)NCCCn1cccn1 | 0.7
NC(=S)N/N=C/c1cc([N+](=O)[O-])ccc1Cl | -0.9
Cc1cc(Br)ccc1NC(=O)CN(C)C(=O)CSC(=S)N1CCCC1 | -0.1
O=C(CN1C(=O)C2C3C=CC(C3)C2C1=O)OCC(=O)c1ccc(Cl)cc1 (stereo not drawn) | -1.1
Cc1cc(NC(=O)Cn2nc(C(=O)O)c3ccccc3c2=O)ccc1Br | -1.1
Cc1nccn1CCCNC(=O)C1CCC(=O)N(Cc2ccccc2F)C1 (stereo not drawn) | 6.6
CSc1ccccc1C(=O)N1CCN(c2cccc(Cl)c2)CC1 | -0.1
CC(C)[C@H]1/C(=C/C2CC2)N2C(=O)C[C@H](c3ccccc3)N=C2N1C | 4.1
CCOC(=O)/C(C#N)=C/N=c1ccc(C)cn1C | 9.6
O=C(NC1CCCCC1)N1CCN(CCc2ccccc2)CC1 | 0.1
Cc1ccc(S(=O)(=O)Nc2cccc(-c3ccc4nnc(C)n4n3)c2)s1 | -0.4
c1ccc2c(c1)CCCN2c1nc2ccccc2n2cnnc12 | -1.7
Cc1cc(NC(=O)CCC(=O)N(c2ccccc2)C(C(=O)NC2CCCC2)c2ccccc2)no1 (stereo not drawn) | -3.2
O=C(CN1CCOCC1)NCCC12CC3CC(CC(C3)C1)C2 | -2.4
O=[N+]([O-])c1ccccc1CNC1CCCc2ccccc21 (stereo not drawn) | 1.7
C=CCn1c(SCC(=O)N(CC)C2CCS(=O)(=O)C2)nc2cc(C(=O)O)ccc2c1=O (stereo not drawn) | 2.8
CCOc1ccccc1NC(=S)N(CCC(C)C)C1CCN(C(C)=O)CC1 | 1.3
CC(=O)c1cnc2c(C(=O)O)cnn2c1C | 3.6
Cc1ccccc1C(=O)N1CCN(c2ccc(NC(=O)c3cccnc3Cl)cc2)CC1 | -0.7

Quoted from above for reference:
SMILES | TTR transcr act
CC(=O)c1cnc2c(C(=O)O)cnn2c1C | 3.6
Cc1ccccc1C(=O)N1CCN(c2ccc(NC(=O)c3cccnc3Cl)cc2)CC1 | -0.7

Next part.
SMILES | TTR transcr act
Cc1ccccc1NC(=S)NC(NC(=O)N(C)C)C(Cl)(Cl)Cl (stereo not drawn) | -1.6
Cc1ccc(Cn2c(CN3CCN(C(=O)c4ccco4)CC3)nc3c2c(=O)n(C)c(=O)n3C)cc1 | -1.2
O=C1CSC(c2ccc(Cl)cc2)N1 (stereo not drawn) | 1.2
CCOC(=O)COc1ccccc1/C=N/Nc1nnc2c3ccccc3n(C)c2n1 | -2.1
O=C(/C=C/c1ccccc1)Nc1cccc(C(=O)NCc2ccccc2)c1 | 0.6
COc1cccc2cc(C(=O)NCc3ccccc3Cl)c(=O)oc12 | -0.5
CCOc1ccc(-c2n[nH]c(=S)o2)cc1 | 3.0
O=C1OC(c2ccccc2)c2ccc3ccccc3c21 (stereo not drawn) | 0.6
CCN(CC)CCn1c(/N=C/c2ccc(OC)c(OC)c2)nc2ccccc21 | -2.2
Nc1[nH]c2cc(C(F)(F)F)ccc2c1C(=O)N1CCN(CCc2ccccc2)CC1 | -0.7
COc1cccc(OC)c1NC(=O)C1CCCN1C(=O)Nc1cccc(Cl)c1 (stereo not drawn) | -1.4
Cc1ccc(C(=O)COC(=O)c2cn(-c3ccccc3)nc2-c2ccccc2)cc1[N+](=O)[O-] | 1.2
CCCCCC(=O)NC(=S)Nc1cccc(C(C)=O)c1 | -1.6
Cc1cc([N+](=O)[O-])nn1CC(=O)N/N=C/c1ccccc1F | -0.4
CCCCN=C1NC(=O)C(CC(=O)NCCc2ccc(OC)cc2)S1 (stereo not drawn) | -1.2

Compounds above that contain fluorine (four):
SMILES | TTR transcr act
O=C(CSc1nc2ccccc2c(=O)n1-c1ccc(F)cc1)Nc1ccc(Cl)c(S(=O)(=O)N2CCOCC2)c1 | 1.0
Cc1nccn1CCCNC(=O)C1CCC(=O)N(Cc2ccccc2F)C1 (stereo not drawn) | 6.6
Nc1[nH]c2cc(C(F)(F)F)ccc2c1C(=O)N1CCN(CCc2ccccc2)CC1 | -0.7
Cc1cc([N+](=O)[O-])nn1CC(=O)N/N=C/c1ccccc1F | -0.4

Remaining list, next part
SMILES | TTR transcr act
Cc1ccc(OC(C)C(=O)Nc2ccccc2C(=O)N2CCN(C)CC2)cc1 (stereo not drawn) | -0.1
Cn1c(CNc2ccccc2)nc2ccccc21 | 1.6
COCCCNC(=S)NCCCNc1nc2cc3c(cc2cc1C#N)OCO3 | 0.3
CSCCC(C(=O)Nc1c(C)cccc1C)N1CCN(C/C=C/c2ccccc2)CC1 (stereo not drawn) | -2.5
Cc1ccccc1OCC(=O)Nc1ccc2c(c1)OCCO2 | -1.4
CCCCc1ccc(NC(=S)N2CCN(c3ncccn3)CC2)cc1 | 1.6
CCCCCc1cc(=O)oc2c(C(CCN3CCCCC3)c3cc(OC)c(OC)c(OC)c3)c(OC)cc(OC)c12 (stereo not drawn) | -6.7
Cc1cccc(-c2nc3c(c(SCC(N)=O)n2)CCCC3)c1 | 1.8
C=CCn1c2ccccc2c2n[nH]c(=S)nc21 | -0.7
COc1ccc(Nc2cc(C(=O)NCCCN3CCOCC3)c3ccccc3n2)cc1OC | -0.6
CC(C)[C@@H]1CC[C@@H](C)C[C@H]1OC(=O)C[n+]1cc(-c2ccc(Cl)cc2)n2c1CCCCC2 | -2.0
COc1ccc(CNC(=O)C2CCCN2S(=O)(=O)c2ccc(Cl)cc2)cc1 (stereo not drawn) | 13*
Cc1cc(C)c(S(=O)(=O)N2CCN(c3ccc([N+](=O)[O-])c(-n4nc(C)cc4C)c3)CC2)c(C)c1 | -3.6
COc1ccc2nc3c(c(-c4ccccc4)c2c1)CCC3 | -4.4
COc1cccc(CN(C)C(=O)c2ccc(NS(=O)(=O)c3ccc4[nH]c(=O)[nH]c4c3)cc2)c1OC | 1.9

Taken from above.
In TTR transcr act, `C=CCn1c2ccccc2c2n[nH]c(=S)nc21` is entered as -0.7
In TTR transcr act, `COc1cccc(CN(C)C(=O)c2ccc(NS(=O)(=O)c3ccc4[nH]c(=O)[nH]c4c3)cc2)c1OC` is entered as 1.9
In TTR transcr act, `COc1ccc(CNC(=O)C2CCCN2S(=O)(=O)c2ccc(Cl)cc2)cc1` (stereo not drawn) is entered as 13*

5 compounds already listed, sorted by their value in TTR transcr act, high to low:
SMILES | TTR transcr act
Cn1c(CNc2ccccc2)nc2ccccc21 | 1.6
COCCCNC(=S)NCCCNc1nc2cc3c(cc2cc1C#N)OCO3 | 0.3
Cc1ccc(OC(C)C(=O)Nc2ccccc2C(=O)N2CCN(C)CC2)cc1 (stereo not drawn) | -0.1
CSCCC(C(=O)Nc1c(C)cccc1C)N1CCN(C/C=C/c2ccccc2)CC1 (stereo not drawn) | -2.5
COc1ccc2nc3c(c(-c4ccccc4)c2c1)CCC3 | -4.4

Further results follow.
SMILES | TTR transcr act
O=C(CCN1N=C(c2ccccc2)CCC1=O)NC1CCCCC1 | 2.1
CCOC(=O)C1=C(C)N(C)C(C)=C(C(=O)OCC)C1c1ccc(Cl)cc1 | -1.6
CCOC(=O)N1CCN(C(=O)COC(=O)c2ccc(Cl)nc2)CC1 | 0.1
CNc1cncc(-c2ccc(S(C)(=O)=O)cc2)n1 | -0.5
CCc1cc(C(=O)N2CCCC(C(=O)c3ccc(C(F)(F)F)cc3)C2)n(C)n1 (stereo not drawn) | 1.4
NCCN1C(=O)S/C(=C\c2ccc3c(c2)OCO3)C1=O | 2.5
O=C(CN1C(=O)c2ccccc2C1=O)Nc1cccc(O)c1 | 1.0
CCN(CC)C(=S)SC1CCCCN(C(=O)c2ccc(F)cc2)C1=O (stereo not drawn) | -3.0
Cc1c(NC(=O)CSCc2ccco2)c(=O)n(-c2ccccc2)n1C | 1.6
CNC(=S)N(Cc1ccc(OC)cc1)C1CC(=O)N(c2ccc(C(=O)OC)cc2)C1=O (stereo not drawn) | -1.0
Cc1ccc(-c2cc(C(=O)NCc3cnn(C)c3)c3cc(Br)ccc3n2)cc1 | 0.2
Brc1cccc(-c2nnc(-c3ccccc3)o2)c1 | 0.3
Cc1nc(N2CCOCC2)c(C#N)c2c1COC(C)(C)C2 | 4.2
C=CC(=O)NCc1ccc(-c2csnn2)cc1 | 3.5
C=CCN(CC=C)Cc1cc(=O)oc2cc(C)ccc12 | -0.7
O=C(c1ccc([N+](=O)[O-])s1)N1CCN(c2ccccc2)CC1 | -1.8
CCC1=NN(C(=O)COc2ccccc2C)C(O)(c2ccncc2)C1 (stereo not drawn) | -1.1
CCOc1ccccc1NC(=O)Cn1c(=O)c2ccccc2n(CC)c1=O | 2.6
CC(C(=O)NCc1ccccc1)n1c(Cc2cc(F)cc(F)c2)nc2ccccc21 (stereo not drawn) | 1.6
C[C@@H]1CN([C@@H](C)CO)C(=O)c2cccc(NS(C)(=O)=O)c2O[C@H]1CN(C)Cc1ccc(Oc2ccccc2)cc1 | 19*
N#CC1=C(N)NC(SCc2ccc(Cl)cc2)=C(C#N)C12CCCCC2 | -0.6
CN1CCN(NC(=O)c2ccc(Cl)c([N+](=O)[O-])c2)CC1 | 6.0
COc1ccc(CCNC(=O)/C(C#N)=C/c2cccc(OCc3ccccc3)c2)cc1OC | -1.5
O=C(NCC(c1ccco1)N1CCCCC1)c1ccc(S(=O)(=O)Nc2ccccc2Cl)cc1 (stereo not drawn) | -1.3
C=CCN1C(=O)C(Cc2ccc(OCC)cc2)S/C1=N\N=C\c1cccs1 (stereo not drawn) | 7.2
O=C(CSc1nnc(COc2ccc(Br)cc2)o1)N1CCOCC1 | 1.4
COc1ccccc1NC(=O)N(c1c(N)n(Cc2ccccc2)c(=O)[nH]c1=O)C1CCCC1 | 0.2
Cc1csc(NC(=O)c2nc3nccc(C)n3n2)n1 | 11*
OCCC1CN(Cc2cccn2-c2ccccn2)CCN1Cc1ccccc1 (stereo not drawn) | 1.9
O=C(CCSCc1ccccc1F)N1CCN(c2ccccn2)CC1 | 2.8
CCOC(=O)c1cc(C)nc(Sc2ccc(C)cc2)c1C#N | -2.5
O=C(Nc1ccn(Cc2c(F)c(F)c(F)c(F)c2F)n1)c1ccc(COc2ccccc2Cl)cc1 | -2.8
CC(C)(C)n1nnnc1C(c1cccnc1)N(Cc1ccccc1)Cc1ccco1 (stereo not drawn) | 0.3
CCOC(=O)c1[nH]c2ccc(OC)cc2c1NC(=O)CCN1CCSCC1 | 6.0
C/C(CCc1ccc2c(c1)OCO2)=N\NC(=S)NC(C)C | -0.6
CCOc1nc(C)cc(C)c1S(=O)(=O)c1cccc(Cl)c1 | 1.9
CSc1ccc(/C=N/NC(=O)c2cccs2)cc1 | -2.8
COc1ccc(C)cc1S(=O)(=O)N1CCc2ccccc2C1 | -1.1
COc1ccc(CC(=O)Nc2c3c(nn2C(C)(C)C)CS(=O)C3)cc1 (stereo not drawn) | -0.5
C[C@H]1COC(=O)[C@H](CC(=O)OC(C)(C)C)C/C=C\C[C@@H](CC(=O)N[C@@H](CO)Cc2ccccc2)C(=O)N1 | -0.9
O=C1NC[C@@H](CCCCN2C[C@H](Cc3ccc(O)cc3)N(CCc3ccccc3)C(=O)C2=O)N(CCc2ccccc2)C1=O | 1.0
Cc1noc(C(F)(F)F)c1C(=O)NNC(=O)c1cccc(C(F)(F)F)c1 | -0.1
CCCc1c(C)nc2c(Br)cccc2c1Cl | 0.0
Cc1ccc2[nH]c(=O)c(CN(CC3CCCO3)S(=O)(=O)c3c(C)ccc4nsnc34)cc2c1 (stereo not drawn) | -1.5
CCOC(=O)N1CCC(NC(=O)C2=CCN(S(=O)(=O)c3ccccc3)CC2)CC1 | -0.4
Cn1nccc1C(=O)Oc1cccc(/C=N/NC(=O)c2ccccc2O)c1 | -1.6
Cc1cccc(C)c1-n1nnnc1C1(C)CCC(=O)N1CCc1ccc(O)cc1 (stereo not drawn) | -1.0
CCCc1noc2c1/C(=N\O)CCC2 | -2.2
CN1CCN(c2nc(N3CCN(CCO)CC3)nc3ccccc23)CC1 | -0.4
COc1ccc(NC(=O)C(c2cc3c(cc2[N+](=O)[O-])OCO3)N(C)Cc2ccccc2)cc1 (stereo not drawn) | -0.3
COC(=O)c1sccc1S(=O)(=O)Nc1ccc(N2CCCCC2)cc1 | -1.0
O=C(NCC1COCCO1)c1ccc2nc(Cc3cccc(Cl)c3)oc2c1 (stereo not drawn) | 1.3
COc1cccc(-c2ccc(NC(=O)C3CCCN(Cc4cnc(N(C)C)s4)C3)cc2)c1 (stereo not drawn) | -1.4
Cn1c(CCC(=O)OCC(=O)NCC(F)(F)F)nc(=O)c2ccccc21 | -1.0
O=C(CCC(=O)OCC(=O)c1ccc([N+](=O)[O-])cc1)NC1CCCCC1 | -0.9
Cc1cccc(-n2cc(C(=O)O)c(=O)cc2C)c1 | -1.0
CS(=O)CC(O)(c1ccc(F)cc1)C1CC1 (stereo not drawn) | 2.7
N#C/C(=C/c1ccc(F)cc1)c1nc(CCN2C(=O)c3ccccc3C2=O)cs1 | 0.0
O=C(Oc1ccccc1N1CCOCC1)c1ccccc1 | -2.0
COc1ccccc1N/C(N)=N/c1nc(C(F)(F)F)cc(=O)[nH]1 | 0.1
Cc1ccc(N(CC(=O)NCc2ccncc2)S(C)(=O)=O)cc1 | 3.3

Screens (PubChem)
